OX1R antag-1 – blocks the human orexin 1 receptor. OX1R-expressing cells, FRET antagonist read-out. O43613. inhibition, % at 6.6 µM. AID 485270. 1.8% of 330,000 active; in the data active = inhibition mostly above about 38%, no sharp cut-off; inactive = mostly below about 40%;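 note: 0% = agonist challenge alone and 100% = reference antagonist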
Target sequence (O43613 whole entry, looked up): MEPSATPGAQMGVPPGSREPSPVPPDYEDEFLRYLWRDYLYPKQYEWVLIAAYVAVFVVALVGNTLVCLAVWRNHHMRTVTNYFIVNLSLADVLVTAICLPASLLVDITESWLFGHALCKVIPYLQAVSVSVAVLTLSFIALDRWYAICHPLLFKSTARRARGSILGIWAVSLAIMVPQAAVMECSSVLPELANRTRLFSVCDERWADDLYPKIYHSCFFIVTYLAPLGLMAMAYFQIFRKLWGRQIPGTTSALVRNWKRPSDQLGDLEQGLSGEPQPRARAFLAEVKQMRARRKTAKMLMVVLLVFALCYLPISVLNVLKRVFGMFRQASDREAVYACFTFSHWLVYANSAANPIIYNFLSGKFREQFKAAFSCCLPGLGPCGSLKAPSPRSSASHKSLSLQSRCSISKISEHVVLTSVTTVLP
OX1R antag-2 – antagonists of human orexin 1 receptor. O43613. CHO/OX1R cells, Fluo-8 calcium fluorescence, orexin A. inhibition, % at 5 µM. 0.43% of 330,000 active. AID 434989;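 active = inhibition above its plate's threshold, mean inhibition of all tested compounds on the plate plus 3 SD, cut at about 37% in these data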;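 note: 0% = orexin A challenge wells and 100% = SB-334867-A antagonist wells; not every result past the cut was called active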
The depositor's hits bear a star.

Fields: OX1R antag-1	OX1R antag-2
> O=Cc1cc(-c2ccccc2)[nH]c1-c1ccccc1
→ 6	21
> COc1ccc(CNC(=O)C(=O)N2CCC3(CC2)OCCN3S(=O)(=O)c2ccc(C)cc2)cc1
→ 19	-26
> O=C(Nc1ccc(Cl)cc1)C1CCCN1C(=O)NCc1ccccc1 (centres undefined)
→ 19	-34
> COc1ccc(-n2cnc3c(cnn3CCC#N)c2=N)cc1
→ 14	-6
> COc1ccc(NC(=O)/C=C/c2ccccc2[N+](=O)[O-])c(OC)c1
→ 32	-10
> Cc1cccc(-c2oc3ccccc3c2C#CCCO)c1
→ 22	-13
> CCOC(=O)C(CC)Sc1nc2c(c(=O)[nH]c(=O)n2C)n1C/C=C(/C)Cl (centres undefined)
→ 17	-21
> CSc1ccc(-c2c(C#N)c(N)nc3c2c(C)nn3-c2ccccc2)cc1
→ 22	-7
> Cc1ccccc1CNC(=O)c1ccccc1C(=O)O
→ 35	-11
> O=C(CN1CCN(c2ccc(F)cc2)CC1)Nc1ccc2c(c1)OCCO2
→ 5	-1
> O=C(O)c1cccc(NC(=O)c2ccc3c(c2)C(=O)N(c2cccc([N+](=O)[O-])c2)C3=O)c1
→ 0	-3
> CN(C)c1nc(OCCNC(=O)COc2ccccc2Cl)nc(N(C)C)n1
→ 31	-37
> O=C(NCCSCc1ccccc1)c1ccccc1
→ 10	-5
> O=C(c1cc(COc2ccc(F)cc2F)on1)N1CC2C[C@@H]3CC1C[C@H](C2)C3
→ 13	-17
> Cc1cc(Cl)ccc1NC(=S)NCc1cccs1
→ 13	-7
> Cc1nn2c(C)c(C(=O)Nc3ccccc3)cnc2c1C#N
→ 26	-24
> Cc1nc(-c2ccccc2)sc1C1(C)CC(c2c(Cl)cccc2Cl)=NO1 (centres undefined)
→ 30	-6
> Cc1cc(=S)c2ccccc2[nH]1
→ 7	-27
> CCOC(=O)CSc1nc(N)c(C#N)c(-c2ccc(OCC)cc2)c1C#N
→ 33	2
> CCCCc1cc(=O)oc2cc(C)cc(OCC(=O)Nc3ccccn3)c12
→ 16	-32

Sorted by count of non-hydrogen atoms (falling): some entries from above
Fields: OX1R antag-1	OX1R antag-2
> COc1ccc(CNC(=O)C(=O)N2CCC3(CC2)OCCN3S(=O)(=O)c2ccc(C)cc2)cc1
→ 19	-26
> O=C(c1cc(COc2ccc(F)cc2F)on1)N1CC2C[C@@H]3CC1C[C@H](C2)C3
→ 13	-17
> O=C(CN1CCN(c2ccc(F)cc2)CC1)Nc1ccc2c(c1)OCCO2
→ 5	-1

Continuation.
Fields: OX1R antag-1	OX1R antag-2
> O=C(/C=C/c1ccc([N+](=O)[O-])cc1)NCCSCc1ccco1
→ 33	-10
> Cc1ccc(CNc2oc(-c3ccco3)nc2S(=O)(=O)c2ccccc2)cc1
→ 23	-31
> CCCOc1ccc(C(=O)NNC(=S)NC(=O)c2cccs2)cc1
→ -7	70*
> Cc1cc2nc3ccc(N(C)C)cc3nc2cc1N
→ 36	-16
> CC(=O)Nc1nc(C2CC2)cc(-c2ccccc2)c1C#N
→ 14	-27
> CC(Cn1cnc2ccccc21)C(=O)O (centres undefined)
→ -1	9
> CC(=O)Nc1cn(C(C)=O)c(C)n1
→ 10	-9
> CS(=O)(=O)N(Cc1nc(-c2ccc(F)cc2)no1)c1ccccc1Cl
→ 26	-17
> Cc1ccc(/C=C2\SC(=S)N(CCC(=O)NNC(=O)c3ccc(O)cc3)C2=O)cc1
→ 10	21
> Clc1cccc(CN2CCC(Cc3ccccc3)CC2)c1
→ 12	-26
> O=C(CN(C(=O)c1csnn1)c1cccc(F)c1)NC1CCCC1
→ 5	-1
> CCC1=C2CC[C@H]3C(=O)N(CC)C(=O)[C@H]3[C@H]2[C@@]2(Cc3ccccc3)C(=NCc3ccccc3)OC(=O)N2C1=O
→ 13	-16
> COc1ccc2cc(C=NS(=O)(=O)c3ccc(C)cc3)n(C)c2c1
→ 9	18
> CC(CN1CCOCC1)OC(=O)C(c1ccccc1)c1ccccc1 (centres undefined)
→ 24	-17
> O=C(Nc1ccccc1N1CCOCC1)C1CCN(S(=O)(=O)c2ccc(F)cc2)CC1
→ 15	3
> COc1cc2c3c(c1)/C(=C1/SC(NC(C)=O)=NC1=O)C(=O)N3C(C)(C)C=C2C
→ 17	-40
> O=C(NCc1ccc2c(c1)CCO2)Nc1ccccc1
→ 8	-15
> CCOc1cccc2sc(=NC(=O)CCS(=O)(=O)c3ccc(F)cc3)n(C)c12
→ 13	-11
> Cc1ccc(C(=O)CSc2nnc(-c3snnc3C)n2C2CC2)cc1
→ 10	0
> CCCCC(CCC(=O)Nc1cc([N+](=O)[O-])ccc1O)C(=O)O (centres undefined)
→ 21	-7
> O=C(O)c1cc(C2CC2)nn1-c1ccccc1
→ 15	4
> CSc1ccccc1NC(=O)C1=COCCO1
→ 6	-12
> CSc1ccccc1OCc1cc(C(=O)N2CCC(Oc3cccnc3)CC2)no1
→ 26	3
> O=C1OCCN1C(=O)[C@H]1[C@H](c2ccc(Cl)cc2)C(c2cccc(Cl)c2)=NN1c1ccc(Br)cc1
→ -2	0
> COc1ccc2[nH]c3c(c2c1)CCN1C(=O)C(CC(=O)NCCCn2ccnc2)C[C@H](C(=O)N2CCOCC2)[C@@]31CCC1CCCC1 (some centres undefined)
→ 2	-3
> CCN(CC(=O)Nc1ccc(NC(C)=O)cc1)C(=O)c1sc2nc3n(c(=O)c2c1C)CCC3
→ 1	-11
> CCn1c(SCC(=O)NC2CC2)nnc1-c1ccc(F)cc1
→ 10	-4
> Cc1cc(C(=O)NCc2ccco2)no1
→ 19	-20
> O=C(O)CCNS(=O)(=O)c1cccc2nsnc12
→ 62	4
> O=C(O)CC1S/C(=N\N=C2\C(=O)Nc3ccccc32)N(c2ccc(O)cc2)C1=O (centres undefined)
→ 21	-23
> O=C(CN(Cc1ccccc1)C(=O)c1csnn1)NCc1ccc2c(c1)OCO2
→ 23	-8
> O=C(Oc1nsnc1N1CCOCC1)N1CCOCC1
→ 30	3
> O=c1[nH]cnc2cc(-c3ccc(Br)cc3)sc12
→ 10	-10
> COc1ccc(N2CC(C(=O)Nc3nc4ccc(S(C)(=O)=O)cc4s3)CC2=O)cc1 (centres undefined)
→ 7	-8
> O=C(c1n[nH]c2c1CCCC2)n1ccnc1
→ 5	-7
> COc1ccc2c(c1OC)C(=O)N(c1ccc(C)cc1)C2
→ 14	-10
> O=C(OC(C(=O)Nc1ccc(Cl)cc1C(F)(F)F)c1ccccc1)C1=COCCO1 (centres undefined)
→ 5	-7
> Cc1ccc2c(=O)cc(C(=O)Nc3ccc(S(=O)(=O)Nc4onc(C)c4C)cc3)oc2c1
→ 23	-1
> COc1ccc(NS(=O)(=O)c2cccc(C(=O)NCC3(N4CCCCC4)CCCCC3)c2)cc1
→ 7	-24
> N#C/C(=C/c1ccc(-c2ccc(S(N)(=O)=O)cc2)o1)C(=O)Nc1ccccc1
→ 37	0
> NC(=O)NOCc1c(Cl)cccc1Cl
→ 14	-6
> CCOC(=O)c1ccc(NNC(=O)CC)c([N+](=O)[O-])c1
→ 62	1
> CC1CCc2c(C(=O)Nc3ccc(N4CCOCC4)cc3)csc2C1 (centres undefined)
→ 15	1
> CCCOC(=O)CSc1nnc(-c2ccccc2Cl)o1
→ 16	-11
> Cc1ccc(C(=O)Nc2ccccc2C(=O)NC(C(=O)O)C(C)C)cc1 (centres undefined)
→ 7	2
> CCc1noc(C)c1C(=O)N1CCN(c2cccc(C)c2C)CC1
→ 10	-25
> CCOC(=O)c1nnc(-c2ccccc2)nc1N1CCSCC1
→ 2	-18
> COc1ccc(C(C(=O)NCCC(C)C)N(CCO)C(=O)c2snc(C(N)=O)c2N)cc1 (centres undefined)
→ 24	-22
> O=C(Nc1nc(-c2ccccn2)cs1)c1ccc2c(c1)OCCO2
→ 24	-8
> c1cnc(-c2nnc3n2CCCCC3)cn1
→ 0	14
> COc1cccc(C(=O)Nc2ccc(S(=O)(=O)Nc3onc(C)c3C)cc2)c1
→ 10	-8
> Cc1ccccc1/C=N/NC(=O)Cn1cnc([N+](=O)[O-])n1
→ 13	-3
> Cc1c(NS(=O)(=O)c2ccc(NCC3CCCO3)c([N+](=O)[O-])c2)c(=O)n(-c2ccccc2)n1C (centres undefined)
→ 17	-29
> COc1ccc(NC(=O)Cc2c[nH]c3ccccc23)cc1S(=O)(=O)N1CCOCC1
→ 23	-8
> COCCC(=O)N1CCC(Oc2ccc(C(=O)NCCCC3CCCC3)cc2)CC1
→ 11	-6
> c1ccc2nc(N3CCOCC3)c(N3CCOCC3)nc2c1
→ 3	-4
> Cc1ccc(C)c(Cn2nnc3c(=O)[nH]c(C4CCN(C(=O)c5cccs5)CC4)nc32)c1
→ -4	-29
> CN(C(=O)CSc1nnc(-c2ccc3c(c2)OCO3)o1)C1CCS(=O)(=O)C1 (centres undefined)
→ -2	-1
> CCCc1nc2oc3cc(OC)ccc3c(=O)c2c(=O)n1Cc1ccco1
→ 9	-19
> Cc1ccc(S(=O)(=O)N2Cc3ccccc3CC2C(=O)Nn2cnnc2)cc1 (centres undefined)
→ 9	3

Quoted from above, 3 compounds:
Fields: OX1R antag-1	OX1R antag-2
> O=C(Nc1nc(-c2ccccn2)cs1)c1ccc2c(c1)OCCO2
→ 24	-8
> c1cnc(-c2nnc3n2CCCCC3)cn1
→ 0	14
> COc1cccc(C(=O)Nc2ccc(S(=O)(=O)Nc3onc(C)c3C)cc2)c1
→ 10	-8

Further compounds.
Fields: OX1R antag-1	OX1R antag-2
> O=C(CSc1nc2ccccc2o1)NCc1ccc2c(c1)OCO2
→ 7	-16
> CCCN(CC(=O)Nc1ccccc1OC)C(=O)CN1C(=O)NC2(CCCCC2)C1=O
→ 0	-20
> Cc1nnc(SCc2nc3ccccc3[nH]2)s1
→ -7	-2
> O=C1C2C3C=CC(C3)C2C(=O)N1c1cccc(-c2nc3ccccc3o2)c1 (centres undefined)
→ 15	-14
> Cc1sc2ncnc(OCC(=O)N3CCN(C(=O)c4ccco4)CC3)c2c1C
→ 13	-35
> COc1ccc(-c2nc3ccc(C(=O)NCC(OC)OC)cc3nc2-c2ccc(OC)cc2)cc1
→ 26	-21
> Cc1ccccc1OCCNc1cc(N2CCNCC2)ccc1[N+](=O)[O-]
→ 20	-3
> CN1CC(=O)N(CC(=O)NCCc2ccc(F)cc2)c2ccccc2C1=O
→ 7	-17
> COCc1nnc(SCC(=O)Nc2cccc(Cl)c2C)n1-c1ccccc1
→ 18	-24
> COC(=O)c1cc(NS(=O)(=O)c2ccc3c(c2)CCC(=O)N3)cc(C(=O)OC)c1
→ 1	-13
> CSc1nnc(SCC(=O)N(C)c2c(N)n(Cc3ccccc3)c(=O)[nH]c2=O)s1
→ 9	1
> Cn1c(SCC(=O)NC(C)(C)C)nc(O)cc1=O
→ 19	-8
> Cn1c(=O)c2c(nc(NC(Cc3ccccc3)C(=O)O)n2Cc2ccccc2)n(C)c1=O (centres undefined)
→ 11	-23
> COc1ccc(C2c3sc(=O)[nH]c3SC3C(=O)N(c4ccccc4)C(=O)C32)cc1 (centres undefined)
→ 15	-3
> Cc1ccc(CNC(=O)[C@H](C)N2C(=O)N3CCc4c([nH]c5ccccc45)[C@@]3(C)C2=O)cc1
→ 38	-12
> Nc1cc(=O)[nH]c(SCC(=O)Nc2ccc([N+](=O)[O-])cc2)n1
→ 19	-13
> Cc1cnc(C(=O)N2CCCC(N3CCN(c4cccc(C(F)(F)F)c4)CC3)C2)cn1 (centres undefined)
→ 6	-12
> COc1ccc(-n2nc(C(=O)N(C)C)nc2-c2ccccc2)cc1
→ -1	-12
> CC(C)(C)C(=O)Nc1ccc(S(=O)(=O)Nc2ccccn2)cc1
→ 5	-16
> O=C(NCc1nnc2c(C(F)(F)F)cc(Cl)cn12)c1ccc2c(c1)OCO2
→ 19	-41
> CC1(C)C2CCC13CS(=O)(=O)NC3C2 (centres undefined)
→ 16	1
> COc1ccc(-n2ncc3c(N(C)C4CCCCC4)ncnc32)cc1
→ 12	-39
> CCC(=O)Oc1ccc2c(C)cc(=O)oc2c1C
→ 13	0
> Cc1ccccc1-c1nnc(SCC(=O)N(C)c2c(N)n(Cc3ccccc3)c(=O)[nH]c2=O)n1C
→ 13	-7
> COc1cccc(C(=O)Nn2c(C)nnc2-n2nc(C)cc2C)c1
→ 25	-4
> CSc1ccc2[nH]c(=O)cc(C)c2c1
→ 19	-4
> CCCOc1ccc(NC(=O)c2c(-c3ccccc3)noc2C)cc1
→ 1	-19
> O=[N+]([O-])c1ccc(N/N=C/c2ccccc2)c(F)c1
→ 33	-3
> CCOc1ccc(NC(=O)Cn2nnc(-c3ccccc3F)n2)cc1
→ 5	-16
> O=C(/C=C1\NCC2c3ccccc3CCN2C1=O)c1ccccc1 (centres undefined)
→ 13	-28
> CC(=O)c1c(C)oc2ccc(N(C(C)=O)S(=O)(=O)c3ccc(Cl)c([N+](=O)[O-])c3)cc12
→ 11	-6
> Cc1cccc(C)c1NC(=S)N1CCC(N(C)CC2CCCO2)CC1 (centres undefined)
→ 10	-6
> CCOC(=O)C(=CNc1ccc(-c2ccco2)c(Cl)c1)C(=O)OCC
→ -4	-15
> O=c1c2c3c(sc2ncn1-n1cccc1)CCCCC3
→ 24	-26
> CCCCSc1nnc(-c2ccccc2)c2ccccc12
→ 16	-45
> O=C(NCc1ccccc1)C(=O)NCC1OCCN1C(=O)c1ccc(Cl)cc1 (centres undefined)
→ -4	-16
> O=C(c1noc2c1CCCC2)N1CCN(c2ccc(F)cc2)CC1
→ 8	-14
> CN1CCN(c2nc3c(c(=O)[nH]c(=O)n3C)n2Cc2cccc3ccccc23)CC1
→ 17	-24
> COc1nc2ccc(C)cc2cc1-c1noc(-c2ccccc2)n1
→ 4	-26
> O=C(/C=C/c1ccccc1)Nc1cccnc1Oc1ccccc1F
→ 6	-25

Source: PubChem BioAssay (The Scripps Research Institute Molecular Screening Center)
